Assay outcomes deposited in PubChem by National Center for Advancing Translational Sciences (NCATS).
Eya2 inh – blocks the phosphatase activity of human Eya2. O00167. recombinant Eya2, OMFP fluorescence dephosphorylation (OMFP is methylfluorescein phosphate). Potency, µM (top dose mostly 76.9 µM), inactives show top-dose activity, negative = inhibition, usual class: inhibitors. actives 0.006% (n = 330,000); also: potency is read from the fitted curve at half-maximal effect; % is scaled to controls: 0 for no effect and ±100 for the full control effect
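Eya2 protein (added as 0.2 uM solution) was preincubated with compound for 10 min at ambient temperature in 50 mM HEPES pH 7.5, 50 mM NaCl, 5 uM MgCl2, 0.05% BSA, 1 mM DTT. OMFP (added at 50 uM) then reacted 10 min; fluorescence read at 485/525 nm.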
ASM inhibitor – human S-ASM enzyme inhibition. P17405. placental ASM, HMU-PC fluorogenic substrate, 60 min. Potency, µM (titrated, usually from 57.5 µM), for the others: at the highest dose activity change, negative = inhibition, most hits filed as inhibitors. actives 0.006% (n = 340,000). AID 504937; also: potency is read from the fitted curve at half-maximal effect
Target sequence (P17405 47-631 limits assumed): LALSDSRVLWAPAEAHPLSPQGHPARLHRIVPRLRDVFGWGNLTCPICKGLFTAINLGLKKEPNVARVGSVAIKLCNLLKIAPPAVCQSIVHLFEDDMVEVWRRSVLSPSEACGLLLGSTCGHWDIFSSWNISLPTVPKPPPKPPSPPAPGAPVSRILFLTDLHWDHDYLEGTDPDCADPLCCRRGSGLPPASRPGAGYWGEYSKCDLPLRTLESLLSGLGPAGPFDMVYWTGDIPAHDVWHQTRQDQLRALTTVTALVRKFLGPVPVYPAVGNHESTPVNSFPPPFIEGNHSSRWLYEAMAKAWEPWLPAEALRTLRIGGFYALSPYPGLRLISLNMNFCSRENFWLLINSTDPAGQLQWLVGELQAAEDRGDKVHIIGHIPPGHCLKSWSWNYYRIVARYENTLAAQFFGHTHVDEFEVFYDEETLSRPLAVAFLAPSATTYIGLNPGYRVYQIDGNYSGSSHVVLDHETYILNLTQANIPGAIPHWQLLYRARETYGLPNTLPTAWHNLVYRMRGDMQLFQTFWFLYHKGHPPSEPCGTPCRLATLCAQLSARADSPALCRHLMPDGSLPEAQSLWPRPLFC
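Fluorogenic HMU-PC substrate (9 uM final) is turned over by placental ASM in 60 min at 37 C after a 10 min compound preincubation. Reaction ended by alkaline stop (pH 10), with fluorescence read at 386/447 nm.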
PTAP TSG101 blk – blocks PTAP/TSG101 interaction to inhibit HIV-1 budding; AID 493005; Q99816; Potency, µM (top dose mostly 115 µM), for the others: at the top dose activity change, negative = inhibition, actives largely listed as inhibitors; 340,000 tested, under 10 active; Fluorescence polarization, FITC-PTAP peptide / Tsg101 binding; active = well fitted inhibition curve with a large enough effect in the main read-out, with a control signal flat, not every such curve was filed as active; inconclusive = small, poorly fitted or top-dose-only effect, or effect the other way, or a change in a side signal; inactive = no such curve, though single readings can be large or run the other way; also: potency is read from the fitted curve at half-maximal effect; % of control where 0% means no effect
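Fluorescence anisotropy tracks displacement of a FITC-tagged PTAP peptide (50 nM) from the Tsg101 binding domain (10 uM), following a 20 min room-temperature incubation at pH 7.5.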
ELG1 repair inh – ELG1-dependent DNA repair inhibition | HEK293T ELG1-luciferase reporter, luminescence, 16 h; DNA damage induced by 5-fluorouridine | Potency, µM (highest dose often 46.1 µM), for inactives: top-dose activity change, negative = inhibition, most hits filed as inhibitors | actives 2.3% (n = 330,000) | AID 504467; also: potency is read from the fitted curve at half-maximal effect; % is scaled to controls: 0 for no effect and ±100 for the full control effect; nearly all actives have a fitted effect of over 55% in size
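In this reporter screen, reduction of luminescence relative to DMSO vehicle indicated activity. Compounds and 5-fluorouridine were added together to 2,000 cells per well, incubated for 16 hr at 37 °C, then developed with ONE-Glo.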
TSHR antagonist – human thyrotropin receptor antagonism; P16473; TSHR-expressing cells, TSH-stimulated cAMP HTRF, 2 h; hits give low values; activity change, negative = inhibition, % at 11.5 µM; actives 0.2% (n = 330,000);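 active = activity change below a set negative limit, meaning inhibition stronger than a set level, cut at about -70% in these data; inconclusive = activity change between two set negative limits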; also: % is scaled to controls: 0 for no effect and ±100 for the full control effect
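Freshly harvested TSHR cells receive pin-tooled compound, then EC80 TSH at 4nM final. After 2 hours at 37 deg C, antibody in lysis buffer and cAMP-d2 are added; 30 minutes at ambient temperature precede the HTRF read.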
Tb PFK block – T. brucei PFK enzyme inhibition. O15648. T. brucei PFK, ADP-Glo luminescence. Potency, µM (highest dose often 57.5 µM), for inactives: top-dose activity, negative = inhibition, most hits filed as inhibitors. actives 0.17% (n = 330,000);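 also: potency is read from the fitted curve at half-maximal effect; 0% = uninhibited 1x PFK enzyme wells and -100% = no-enzyme wells; nearly all actives have a fitted effect of over 60% in size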
Target sequence (O15648 whole entry, looked up): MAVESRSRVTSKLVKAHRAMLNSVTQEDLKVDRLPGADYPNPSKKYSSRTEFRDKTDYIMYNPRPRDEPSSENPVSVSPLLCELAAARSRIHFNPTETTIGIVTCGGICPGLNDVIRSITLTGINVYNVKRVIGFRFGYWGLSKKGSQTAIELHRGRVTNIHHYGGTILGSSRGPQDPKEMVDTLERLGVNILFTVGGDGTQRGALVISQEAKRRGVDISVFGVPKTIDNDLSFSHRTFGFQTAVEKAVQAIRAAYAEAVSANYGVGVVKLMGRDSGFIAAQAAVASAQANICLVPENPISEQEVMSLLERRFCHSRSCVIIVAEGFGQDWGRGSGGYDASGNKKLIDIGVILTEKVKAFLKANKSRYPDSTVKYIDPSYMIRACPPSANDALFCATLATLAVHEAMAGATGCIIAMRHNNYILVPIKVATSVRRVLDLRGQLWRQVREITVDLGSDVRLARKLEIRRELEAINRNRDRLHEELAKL
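Activity is normalized to no-enzyme wells (full inhibition) and 1.25 nM enzyme wells (no inhibition). Reaction: 0.5 mM F6P, 0.1 mM ATP, 45 min RT, ADP-Glo luminescence; concentration-response curves fitted and classed by quality.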
Mito fusion act – inhibitors of mitochondrial division or activators of mitochondrial fusion; S. cerevisiae fusion-defective mutant growth rescue, CellTiterGlo 48 h; Potency, µM (doses to about 46.1 µM), without a hit: at the top dose growth rescue (activation), actives largely listed as activators; actives 0.23% (n = 320,000);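 also: potency is read from the fitted curve at half-maximal effect; % of control where 0% means no effect; nearly all actives have a fitted effect of over 45% in size; temperature-sensitive fusion mutants such as fzo1-1 at 37 °C on non-fermentable ethanol glycerol medium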
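Read-out: ATP-based luminescence (CellTiterGlo, 10 min ambient) reporting growth of fusion-defective ts yeast after 48 hours at 37C on glycerol/ethanol YPEG medium in the presence of compound.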
TCR activator – T cell receptor activation; Potency, µM (doses to about 9.22 µM), for the others: at the top dose activation of IL-2 secretion, hits mostly activators; 330,000 tested, under 10 active; primary human leukocytes, anti-CD3, IL-2 HTRF, 48 h; AID 504894; also: % of control where 0% means no effect
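48 hr co-incubation of compounds, a-CD3 beads and primary human leukocytes; IL-2 quantified homogeneously by HTRF with anti-IL-2 K and d2 conjugates.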
A-T KAP1 phos – potential ataxia-telangiectasia treatment | actives 0.19% (n = 320,000) | Potency, µM (highest dose often 57.5 µM), for the others: at the highest dose activation, most hits filed as activators | […] A-T fibroblasts, KAP-1 phosphorylation AlphaLISA; neocarzinostatin DNA damage 30 min before lysis | AID 485349; also: potency is read from the fitted curve at half-maximal effect; % of control where 0% means no effect; nearly all actives have a fitted effect of over 45% in size
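ATM-like activity read as KAP-1 phosphorylation via AlphaLISA donor/acceptor antibody pairs after lysis and 6 hr at 25C. Cells were ATM-null patient fibroblasts ([…], hTERT), dosed 60 min, then exposed to the DSB inducer NCS for 30 min.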
a7 integrin act – activators of alpha7 integrin expression for muscular dystrophy; alpha7betagal myoblasts, beta-gal FDG fluorescence, 48 h; AID 624291; actives 0.064% (n = 350,000); Potency, µM (series often up to 38.3 µM), for the others: at the top dose activation, hits mostly activators;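 also: potency is read from the fitted curve at half-maximal effect; 100% = response of the positive control SU9516; nearly all actives have a fitted effect of over 60% in size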
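alpha7betagal+/- myoblasts (passage 13, 250/well) treated 48 h at 37C with compounds at 1:260 dilution of DMSO stock. Lysed, then beta-galactosidase activity read as FDG fluorescence (ex 480/em 540) after 30 min, with pre-read for autofluorescence.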
Chronic BCR inh – chronic active BCR signaling inhibition; ABC-DLBCL IkBa-CBG/CBR reporter, luminescence ratio, 4 h; Potency, µM (doses to about 46.1 µM), without a hit: at the top dose ratio change, negative = lower green/red ratio, hits mostly inhibitors; actives 0.05% (n = 340,000); AID 493014; active = well fitted inhibition curve with a large enough effect in the signal ratio, with a control signal flat, not every such curve was filed as active; inconclusive = small, poorly fitted or top-dose-only effect, or effect the other way, or a change in a side signal; the % refers to the signal ratio;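 also: potency is read from the fitted curve at half-maximal effect; plate controls were basal doxycycline-induced cells for no effect and cells given 10 µM MG132 for full effect; MG132 reads +100%, hits lower the ratio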
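Doxycycline induced both beetle luciferases in TMD8 lymphoma cells; IKK-driven degradation limits the IkappaBalpha-fused green signal, while red luminescence normalises for cell number and nonspecific effects. Compounds tested up to 46 uM, 4 hrs.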
Numbers without * were called inactive; ? = inconclusive; nt = no result given; [ ] = dose if it differs, or a comment. Unless noted, calls follow the shape of the dose curve; as a rule, active = well fitted curve in the direction sought with a large enough effect; inconclusive = small, poorly fitted or top-dose-only effect, or another doubt; inactive = no such curve, though single readings can be large; an effect the other way counts as inactive or inconclusive.

item	structure	Eya2 inh	ASM inhibitor	PTAP TSG101 blk	ELG1 repair inh	TSHR antagonist	Tb PFK block	Mito fusion act	TCR activator	A-T KAP1 phos	a7 integrin act	Chronic BCR inh
1	N=c1c(C(=O)NCc2ccc(F)cc2)cc2c(=O)n3ccccc3nc2n1Cc1ccco1	-32%	257%[activator]	-10%	-6%	-2	4%	0%	4%[46.1 µM]	1%	-18%	15%
2	CC1CCCN(S(=O)(=O)c2ccc(S(=O)(=O)N3CCC4(CC3)OCCO4)cc2)C1 (stereo not drawn)	3%	3%	-3%	3%	4	-1%	-2%	2%[46.1 µM]	2%	10%	1%
3	CC(=O)NC(=S)NNC(=O)C(c1ccccc1)c1ccccc1	17%	-2%	-1%	?	-1	-2%	8%	-2%	1%	-17%	-1%
4	Cc1ccc(C)c(NCc2n[nH]c(=S)n2-c2ccccc2)c1	2%	1%	0%	14%	-9	0%	0%	9%	0%	12%	-27%
5	O=C(Nc1ccn(-c2ccccc2)n1)c1ccc(Cl)cc1	3%	-11%	-4%	?	2	0%	10%	-12%	-9%	-7%	?
6	O=C(C1=C(O)C(=O)N(CC2CCCO2)C1c1ccccc1)c1ccco1 (stereo not drawn)	-9%	2%	-9%	8%	3	2%	-3%	0%	6%	-24%	0%
7	CCOc1ccc(N(CC(=O)Nc2ccccc2C)S(=O)(=O)c2c(C)noc2C)cc1	-5%	-4%	0%	10%	0	-3%	2%	-3%	13%	-11%	?
8	CC1CCN(C(=O)c2ccc(NS(=O)(=O)c3cccc4cccnc34)cc2)CC1	0%	3%	-4%	-25%	10	-1%	-1%	-1%	-2%	-36%	0%
9	Cc1c(O)nc2ccccn2c1=O	-5%	-2%	-3%	5%	3	1%	5%	9%	-1%	0%	-1%
10	CCCc1cc(=O)oc2cc(OCC(=O)NCCCn3ccnc3)ccc12	-7%	10%	-6%	5%	-3	-6%	5%	3%	-6%	-3%	?
11	COc1ccc(S(=O)(=O)NC(C)C(=O)Nc2ccc3c(c2)OCCO3)cc1OC (stereo not drawn)	0%	1%	-6%	9%	0	0%	15%	0%	2%	12%	-9%
12	O=C(Nc1ccccc1N1CCN(C(=O)c2ccccc2)CC1)c1cc(Br)ccc1Cl	-8%	-2%	-1%	?	-4	-1%	11%	-9%	4%	?	?
13	N#CC1=C(N)Oc2c(oc(CO)cc2=O)C1c1ccccc1[N+](=O)[O-] (stereo not drawn)	5%	25%	-11%	-14%	-6	-1%	-2%	2%	-38%	-28%	?
14	O=C(O)C(Cc1c[nH]c2ccccc12)N1Cc2ccccc2C1=O (stereo not drawn)	5%	0%	0%	?	17	1%	3%	0%	-3%	24%	?
15	COc1cccc(C(=O)NCCSCc2c(F)cccc2Cl)c1	-6%	2%	-1%	?	-3	3%	3%	nt	-2%	8%	?
16	C/C(=N/N1CCN(c2ccccc2)CC1)c1cccc([N+](=O)[O-])c1	-7%	-2%	2%	-3%	-4	-9%	-3%	3%	-2%	28%	6%
17	CC(NC(=O)C[n+]1cccc(Br)c1)c1ccccc1 (stereo not drawn)	5%	-2%	-2%	?	3	1%	0%	9%	-7%	-5%	7%
18	O=[N+]([O-])c1ccccc1S(=O)(=O)NCc1ccco1	6%	2%	-3%	-10%	-6	0%	-1%	nt	-1%	-7%	-4%
19	O=C(O)CSCC(=O)Nc1ccc(Br)c(C(F)(F)F)c1	-4%	1%	-2%	?	3	1%	0%	5%	5%	1%	6%
20	CC(C(=O)Nc1ccc(S(=O)(=O)N2CCCC2)cc1)N1CCCC(C(N)=O)C1 (stereo not drawn)	23%	-1%	0%	1%	-1	-1%	-4%	-7%	-4%	-27%	4%

Of the compounds above, these contain four or more nitrogen atoms.
item	structure	Eya2 inh	ASM inhibitor	PTAP TSG101 blk	ELG1 repair inh	TSHR antagonist	Tb PFK block	Mito fusion act	TCR activator	A-T KAP1 phos	a7 integrin act	Chronic BCR inh
1	N=c1c(C(=O)NCc2ccc(F)cc2)cc2c(=O)n3ccccc3nc2n1Cc1ccco1	-32%	257%[activator]	-10%	-6%	-2	4%	0%	4%[46.1 µM]	1%	-18%	15%
4	Cc1ccc(C)c(NCc2n[nH]c(=S)n2-c2ccccc2)c1	2%	1%	0%	14%	-9	0%	0%	9%	0%	12%	-27%
16	C/C(=N/N1CCN(c2ccccc2)CC1)c1cccc([N+](=O)[O-])c1	-7%	-2%	2%	-3%	-4	-9%	-3%	3%	-2%	28%	6%
20	CC(C(=O)Nc1ccc(S(=O)(=O)N2CCCC2)cc1)N1CCCC(C(N)=O)C1 (stereo not drawn)	23%	-1%	0%	1%	-1	-1%	-4%	-7%	-4%	-27%	4%

(list continues)
item	structure	Eya2 inh	ASM inhibitor	PTAP TSG101 blk	ELG1 repair inh	TSHR antagonist	Tb PFK block	Mito fusion act	TCR activator	A-T KAP1 phos	a7 integrin act	Chronic BCR inh
21	CC(C)(C)c1ccc(S(=O)(=O)O/N=C2/CCCCC2c2ccc([N+](=O)[O-])cc2[N+](=O)[O-])cc1 (stereo not drawn)	-15%	-1%	-14%	-1%	15	4%	1%	3%	0%	-26%	3%
22	O=C(Nc1ccc(Br)cc1Cl)N1CCOCC1	2%	0%	-6%	-5%	1	4%	0%	0%	2%	6%	?
23	COC(=O)CSc1nc(C)c(Oc2ccccc2)c(=O)[nH]1	14%	6%	-3%	-2%	-12	-1%	0%	-16%	5%	23%	?
24	CCCOC(=O)c1ccc(N2C(=O)c3ccccc3C2=O)cc1	4%	-2%	-5%	15%	0	-1%	1%	2%[46.1 µM]	7%	9%	-2%
25	CCC1CCCCN1CCCNC(=O)c1ccc(CS(=O)(=O)c2ccccc2C)o1 (stereo not drawn)	1%	5%	4%	15%	0	-6%	10%	6%	4%	-5%	1%
26	CCOC(=O)c1sc2nc(N3CCCC3)c3c(c2c1N)CC(C)(C)OC3	-11%	379%[activator]	-1%	?	15	-1%	0%	nt	37%	-2%	?
27	O=C(O)CC(CC(=O)Nc1ccc(Oc2ccccc2)cc1)c1ccccc1 (stereo not drawn)	2%	4%	-1%	-5%	-2	-2%	0%	-2%	8%	-6%	?
28	O=c1[nH]c(=O)n(CCO)c2nnn(Cc3ccccc3)c12	9%	0%	-3%	1%	-10	2%	-6%	-3%	-1%	-41%	3%
29	Cc1[nH]c2ccc(Br)cc2c(=O)c1CN1CCOCC1	13%	-1%	1%	-4%	-6	3%	-1%	16%	0%	0%	7%
30	COc1ccc2occ(C(=O)c3ccccc3)c2c1	-9%	-2%	1%	?	4	-10%	7%	-4%	7%	0%	0%
31	COc1ccc(OC)c(NC(=O)CNC(c2ccccc2)c2ccccc2)c1	4%	-7%	0%	-11%	4	0%	-9%	14%	-13%	14%	?
32	Cn1c(SCC(=O)N2CCCC2)nnc1-c1cccs1	-4%	7%	-8%	?	-3	-5%	-2%	3%	2%	32%	1%
33	CS(=O)(=O)N(Cc1ccccc1Cl)c1ccc(C(=O)NCc2cccnc2)cc1	-3%	-2%	-11%	?	4	1%	20%	-45%	-1%	-28%	8%
34	Cc1ccc(-c2nn(-c3ccccc3)cc2C(N)=O)o1	-1%	2%	0%	5%	-20	-2%	-5%	5%	2%	0%	?
35	Cc1c(Cl)cccc1N1C(=O)CC(NNC(=O)c2cccs2)C1=O (stereo not drawn)	-16%	0%	-6%	9%	0	-3%	-11%	5%	10%	-1%	-5%
